Assay outcomes as filed in PubChem BioAssay.
TSHR antag – antagonists of human thyroid stimulating hormone receptor; TSHR-expressing cells, TSH-stimulated cAMP HTRF, 2 h; stronger effect = lower value; AID 504810; activity change, negative = inhibition, % at 11.5 µM; P16473; actives 0.2% (n = 330,000);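 active = activity change below a set negative limit, meaning inhibition stronger than a set level, cut at about -70% in these data; inconclusive = activity change between two set negative limits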; also: % is scaled to controls: 0 for no effect and ±100 for the full control effect
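Read-out is FRET at 665 nm (cryptate excitation 337 nm) from a cryptate-tagged anti-cAMP antibody, competed by cell cAMP against cAMP-d2. Compounds are tested on freshly harvested TSHR cells challenged with 4nM TSH (EC80) for 2 hours at 37 deg C.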
KCNH2 3.1 block – blocks the human KCNH2 3.1 channel isoform; actives 0.95% (n = 340,000); U2OS KCNH2 3.1, thallium flux FluxOr; stronger effect = lower value; activity change, % (tested at about 1.8 µM);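 active = maximum activity change below -70%; inconclusive = maximum activity change from -70% to -50%; inactive = maximum activity change above -50%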;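 also: thallium influx rate constant from kinetic fluorescence after stimulation buffer; % is scaled to controls: 0 for no effect and ±100 for the full control effect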
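Thallium flux read-out: FluxOr dye with Red40 quencher in HBSS/HEPES, 45 min at RT. Rate constants from kinetic reads were normalized to positive and negative DMSO controls. Cells: U2OS virally expressing the 3.1 isoform.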
ELG1 DNA repair – inhibitors of ELG1-dependent DNA repair in HEK293T cells; HEK293T ELG1-luciferase reporter, luminescence, 16 h; DNA damage induced by 5-fluorouridine; Potency, µM (titrated, usually from 46.1 µM), for the others: at the top dose activity change, negative = inhibition, hits mostly inhibitors; actives 2.3% (n = 330,000); AID 504467; also: potency is read from the fitted curve at half-maximal effect; % is scaled to controls: 0 for no effect and ±100 for the full control effect; nearly all actives have a fitted effect of over 55% in size
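Quantitative HTS, concentration-response format. 2,000 cells/well co-treated with 5-fluorouridine and compound, 16 hr in 5% CO2 at 37 °C; ONE-Glo luminescence read after 30 min.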
USP2a block – blocks human ubiquitin-specific protease USP2a; Potency, µM (titrated, usually from 38.3 µM), inactives show at the highest dose activity change, negative = inhibition, actives largely listed as inhibitors; USP2 core, Ub-CHOP2 coupled fluorogenic reporter, 485/531; actives 0.01% (n = 330,000); O75604;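 also: potency is read from the fitted curve at half-maximal effect; plate controls were DMSO wells for no effect and full inhibition by NEM control for full effect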
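Deubiquitinase activity read as fluorescence (485/531 nm) after Ub-CHOP2 cleavage activates the enterokinase reporter on its substrate; USP2 core 10nM, Ub-CHOP2 and substrate 25nM each, 30min compound preincubation then 60min RT; data normalized to NEM, curves fitted.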
Mito fusion yeast – mitochondrial division inhibition or fusion activation; S. cerevisiae fusion-defective mutant growth rescue, CellTiterGlo 48 h; Potency, µM (titrated, usually from 46.1 µM), for the others: top-dose growth rescue (activation), actives largely listed as activators; actives 0.23% (n = 320,000); AID 485298;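 also: potency is read from the fitted curve at half-maximal effect; % of control where 0% means no effect; nearly all actives have a fitted effect of over 45% in size; temperature-sensitive fusion mutants such as fzo1-1 at 37 °C on non-fermentable ethanol glycerol medium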
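Read-out: ATP-based luminescence (CellTiterGlo, 10 min ambient) reporting growth of fusion-defective ts yeast after 48 hours at 37C on glycerol/ethanol YPEG medium in the presence of compound.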
TRPV1 agonist – activates the human vanilloid receptor TRPV1; Q8NER1; TRPV1-expressing cells, Fluo-8 calcium influx, agonist mode; activation, % at 8.33 µM; actives 0.19% (n = 320,000); AID 540275; in the data active = activation above about 80%; inconclusive = between about 30% and that limit; also: 0% is about no effect
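Cells expressing TRPV1 were dye-loaded with Fluo-8 and read kinetically: 10 s baseline, 3 min after compound (agonist portion), then 2 min after EC20 capsaicin (allosteric enhancer portion). Calcium-bound dye fluorescence at 480/520 nm.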
AT treatment – candidate therapy for ataxia-telangiectasia. […] A-T fibroblasts, KAP-1 phosphorylation AlphaLISA; neocarzinostatin DNA damage 30 min before lysis. Potency, µM (titrated, usually from 57.5 µM), without a hit: at the highest dose activation, actives largely listed as activators. actives 0.19% (n = 320,000). AID 485349; also: potency is read from the fitted curve at half-maximal effect; % of control where 0% means no effect; nearly all actives have a fitted effect of over 45% in size
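ATM-like activity read as KAP-1 phosphorylation via AlphaLISA donor/acceptor antibody pairs after lysis and 6 hr at 25C. Cells were ATM-null patient fibroblasts ([…], hTERT), dosed 60 min, then exposed to the DSB inducer NCS for 30 min.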
KCNH2 WT inh – KCNH2 (human, wildtype) channel inhibition | Q12809 | U2OS, BacMam KCNH2, thallium flux FluxOr; stronger effect = lower value | activity change, % at 1.84 µM | actives 0.37% (n = 340,000) | AID 720551;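 active = maximum activity change below -70%; inconclusive = maximum activity change between -70% and -50%; inactive = maximum activity change above -50%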; also: % is scaled to controls: 0 for no effect and ±100 for the full control effect
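U2OS cells were transduced with wild-type KCNH2 virus (2.03 x 10^8 / mL) for 4 h at room temperature, then cultured overnight at 37 C. Thallium flux was read with FluxOr dye. Rate constants were normalized to DMSO controls.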
Eya2 inh – inhibitors of human Eya2 phosphatase activity. O00167. recombinant Eya2, OMFP fluorescence dephosphorylation (OMFP is methylfluorescein phosphate). Potency, µM (top dose mostly 76.9 µM), without a hit: at the highest dose activity, negative = inhibition, actives largely listed as inhibitors. actives 0.006% (n = 330,000). AID 488837; also: potency is read from the fitted curve at half-maximal effect; % is scaled to controls: 0 for no effect and ±100 for the full control effect
Target sequence (O00167 whole entry, looked up): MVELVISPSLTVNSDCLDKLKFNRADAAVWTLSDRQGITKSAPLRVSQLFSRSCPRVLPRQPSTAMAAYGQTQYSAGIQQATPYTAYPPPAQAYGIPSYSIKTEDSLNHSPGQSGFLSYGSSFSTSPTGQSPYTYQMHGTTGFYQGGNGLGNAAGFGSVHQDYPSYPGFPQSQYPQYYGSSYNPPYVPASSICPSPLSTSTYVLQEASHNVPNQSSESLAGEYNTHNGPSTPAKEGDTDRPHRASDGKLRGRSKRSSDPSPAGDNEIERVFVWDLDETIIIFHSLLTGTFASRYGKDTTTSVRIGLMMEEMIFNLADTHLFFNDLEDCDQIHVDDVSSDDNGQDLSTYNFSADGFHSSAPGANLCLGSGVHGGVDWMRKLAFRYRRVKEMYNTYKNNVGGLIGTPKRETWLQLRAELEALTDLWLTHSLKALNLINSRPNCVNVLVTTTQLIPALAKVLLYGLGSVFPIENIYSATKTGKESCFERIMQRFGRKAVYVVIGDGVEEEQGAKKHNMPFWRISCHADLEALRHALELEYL
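Eya2 (0.2 uM) preincubated 10 min at ambient with compound, then OMFP substrate added at 50 uM; 10 min reaction in 50 mM HEPES pH 7.5, 50 mM NaCl, 5 uM MgCl2, 0.05% BSA, 1 mM DTT. Fluorescence read at Ex 485/Em 525 nm.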
TCR act – activates T cell receptor signaling; primary human leukocytes, anti-CD3, IL-2 HTRF, 48 h; 330,000 tested, under 10 active; Potency, µM (top dose mostly 9.22 µM), for the others: at the highest dose activation of IL-2 secretion, actives largely listed as activators; also: % of control where 0% means no effect
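HTRF read-out of IL-2 secretion: europium cryptate donor excited at 320nm, d2 acceptor emission at 665nm. Cells were primary human leukocytes incubated 48 hr with compounds and a-CD3 beads, supplying TCR signal only.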
The depositor's hits bear a star; [ ] = dose if it differs, or a comment. Unless noted, calls follow the shape of the dose curve; as a rule, active = well fitted curve in the direction sought with a large enough effect; inconclusive = small, poorly fitted or top-dose-only effect, or another doubt; inactive = no such curve, though single readings can be large; an effect the other way counts as inactive or inconclusive. An excerpt; rates above refer to the full screens.

How did CCOC(=O)C1(C)NC(c2ccc(N(C)C)cc2)C2C(=O)N(c3ccc(OC)cc3)C(=O)C21 (stereo not drawn) do in these assays?
TSHR antag: -4; KCNH2 3.1 block: 2; ELG1 DNA repair: 0%; USP2a block: 2%; Mito fusion yeast: 1%; TRPV1 agonist: 2; AT treatment: -2%; KCNH2 WT inh: 3; Eya2 inh: -3%; TCR act: 2%

Results for CCOC(=O)c1[nH]cnc1C(=O)Nc1ccccc1C ?
TSHR antag: -8; KCNH2 3.1 block: 3; ELG1 DNA repair: 5%; USP2a block: 0%; Mito fusion yeast: 3%; TRPV1 agonist: 0; AT treatment: -2%; KCNH2 WT inh: 0; Eya2 inh: -6%; TCR act: -17%

Results for O=C(CN1CCSCC1)c1c[nH]c2ccccc12 ?
TSHR antag: 1; KCNH2 3.1 block: 2; ELG1 DNA repair: 9%; USP2a block: 4%; Mito fusion yeast: 0%; TRPV1 agonist: -1; AT treatment: -4%; KCNH2 WT inh: 22; Eya2 inh: -5%; TCR act: -5%

What do the screens show for `Cn1c(=O)oc2cc(S(=O)(=O)N3CCCC(C(=O)NCCN4CCOCC4)C3)ccc21` (stereo not drawn)?
TSHR antag: 25; KCNH2 3.1 block: 4; ELG1 DNA repair: 10%; USP2a block: 0%; Mito fusion yeast: -2%; TRPV1 agonist: 2; AT treatment: -7%; KCNH2 WT inh: 16; Eya2 inh: 13%; TCR act: -11%

How did COc1cccc(-n2nnc3c(=O)n(CC(=O)N4CCC(C)CC4)cnc32)c1 do in these assays?
TSHR antag: -7; KCNH2 3.1 block: 6; ELG1 DNA repair: 2%; USP2a block: -3%; Mito fusion yeast: 0%; TRPV1 agonist: 4; AT treatment: -4%; KCNH2 WT inh: -4; Eya2 inh: -29%; TCR act: 2%[46.1 µM]

How did C=CCn1c(COc2ccc(CC)cc2)nnc1SCC(=O)NC1CCS(=O)(=O)C1 (stereo not drawn) do in these assays?
TSHR antag: 8; KCNH2 3.1 block: -1; ELG1 DNA repair: -1%; USP2a block: 0%; Mito fusion yeast: 0%; TRPV1 agonist: 2; AT treatment: 2%; KCNH2 WT inh: 6; Eya2 inh: 0%; TCR act: -2%

What do the screens show for `Cc1ccc(-c2nnc(SCC(=O)n3c4c(c5ccccc53)CCCC4)o2)cc1`?
TSHR antag: 10; ELG1 DNA repair: 7%; USP2a block: 3%; Mito fusion yeast: 0%; TRPV1 agonist: -2; AT treatment: 1%; Eya2 inh: 5%

What do the screens show for `O=C(N/N=C/c1c[nH]c2ccccc12)c1cc(-c2ccccc2)n[nH]1`?
TSHR antag: 8; KCNH2 3.1 block: -5; ELG1 DNA repair: inconclusive; USP2a block: 1%; Mito fusion yeast: 0%; TRPV1 agonist: -3; AT treatment: 3%; KCNH2 WT inh: -5; Eya2 inh: -10%; TCR act: -5%[46.1 µM]

How did COc1ccc(S(=O)(=O)N(C(=O)c2ccco2)c2cc3sc(=O)oc3c3ccccc23)cc1 do in these assays?
TSHR antag: -12; KCNH2 3.1 block: -1; ELG1 DNA repair: inconclusive; USP2a block: 2%; Mito fusion yeast: 23%; TRPV1 agonist: 5; AT treatment: -6%; KCNH2 WT inh: 4; Eya2 inh: -4%; TCR act: -9%

Results for Cc1ccc(-n2ncc(C(=O)N3CCN(C(=O)c4ccco4)CC3)c2-n2cccc2)cc1 ?
TSHR antag: -3; KCNH2 3.1 block: -9; ELG1 DNA repair: inconclusive; USP2a block: 0%; Mito fusion yeast: 3%; TRPV1 agonist: 11; AT treatment: 4%; KCNH2 WT inh: 4; Eya2 inh: -4%; TCR act: 1%

Results for CCOC(=O)c1c(C)nc2sc3c(=O)n(-c4ccc(C)cc4)cnc3c2c1-c1ccc(OC)cc1 ?
TSHR antag: 0; KCNH2 3.1 block: 0; ELG1 DNA repair: -10%; USP2a block: -1%; Mito fusion yeast: 0%; TRPV1 agonist: -2; AT treatment: 2%; KCNH2 WT inh: 2; Eya2 inh: -2%; TCR act: -2%

What do the screens show for `CCN1C(=O)[C@@H]2Cc3c([nH]c4ccccc34)C(c3ccc(OC)cc3)N2C1=S` (stereo partly drawn)?
TSHR antag: -8; KCNH2 3.1 block: -2; ELG1 DNA repair: inconclusive; USP2a block: -6%; Mito fusion yeast: inconclusive; TRPV1 agonist: 2; AT treatment: 7%; KCNH2 WT inh: -6; Eya2 inh: 7%; TCR act: 1%

What do the screens show for `COc1ccc(C2=CC(=O)C[C@H](c3ccc(F)cc3)C2)cc1OC`?
TSHR antag: -18; KCNH2 3.1 block: 3; ELG1 DNA repair: inconclusive; USP2a block: -2%; Mito fusion yeast: inconclusive; TRPV1 agonist: 6; AT treatment: 2%; KCNH2 WT inh: 1; Eya2 inh: -5%; TCR act: -3%

How did CN1C(=O)/C(=C/c2ccc(OCc3ccccc3F)cc2)NC1=S do in these assays?
TSHR antag: -70*; KCNH2 3.1 block: 5; ELG1 DNA repair: -3%; USP2a block: -1%; Mito fusion yeast: -6%; TRPV1 agonist: 11; AT treatment: -4%; KCNH2 WT inh: 9; Eya2 inh: 9%; TCR act: -2%

Results for Cc1nn(CC(O)c2ccccc2)c(C)c1Br (stereo not drawn) ?
TSHR antag: -2; KCNH2 3.1 block: -25; ELG1 DNA repair: inconclusive; USP2a block: -2%; Mito fusion yeast: 2%; TRPV1 agonist: -1; KCNH2 WT inh: -5; Eya2 inh: 16%; TCR act: -4%

What do the screens show for `O=C(NCC(c1ccco1)N1CCCCC1)c1ccc(S(=O)(=O)Nc2ccccc2)cc1` (stereo not drawn)?
TSHR antag: 19; KCNH2 3.1 block: -9; ELG1 DNA repair: -14%; USP2a block: -1%; Mito fusion yeast: -1%; TRPV1 agonist: 4; AT treatment: 10%; KCNH2 WT inh: -2; Eya2 inh: 12%; TCR act: 6%

How did O=C(NNC(=S)Nc1ccc(F)cc1)[C@H]1C[C@@H]1c1ccccc1 do in these assays?
TSHR antag: 0; KCNH2 3.1 block: 7; ELG1 DNA repair: inconclusive; USP2a block: 2%; Mito fusion yeast: 3%; TRPV1 agonist: 15; AT treatment: -2%; KCNH2 WT inh: -2; Eya2 inh: -17%; TCR act: 1%

What do the screens show for `COc1ccc(S(=O)(=O)n2nc(-c3cc(OC)c(OC)c(OC)c3)cc2N)cc1OC`?
TSHR antag: 6; KCNH2 3.1 block: 19; ELG1 DNA repair: -16%; USP2a block: 2%; Mito fusion yeast: 0%; TRPV1 agonist: 2; AT treatment: -3%; KCNH2 WT inh: 10; Eya2 inh: -25%; TCR act: -3%[46.1 µM]

How did CCOC(=O)CSc1nnc(-c2ccccc2NC(=O)c2ccccc2)o1 do in these assays?
TSHR antag: -4; KCNH2 3.1 block: -5; ELG1 DNA repair: -5%; USP2a block: 1%; Mito fusion yeast: 1%; TRPV1 agonist: 18; AT treatment: -9%; KCNH2 WT inh: -5; Eya2 inh: 32%; TCR act: 0%

What do the screens show for `COc1ccc(CC(=O)N(Cc2ccccc2)c2ccc(C)cc2)cc1OC`?
TSHR antag: 7; KCNH2 3.1 block: -6; ELG1 DNA repair: 30%; USP2a block: 2%; Mito fusion yeast: 1%; TRPV1 agonist: 3; AT treatment: 1%; KCNH2 WT inh: 0; Eya2 inh: -1%; TCR act: -3%

What do the screens show for `C[C@@H]1CCC2[C@](C)(CO)[C@@H](O)CC[C@]2(C)[C@@]12CC[C@@](CO)(CC(=O)O)O2` (stereo partly drawn)?
TSHR antag: 26; KCNH2 3.1 block: 10; ELG1 DNA repair: -2%; USP2a block: 3%; Mito fusion yeast: 1%; TRPV1 agonist: -3; AT treatment: -20%; KCNH2 WT inh: -3; Eya2 inh: -1%; TCR act: -1%

Results for NC(=O)CN1C(=O)NC2(CCCc3sccc32)C1=O (stereo not drawn) ?
TSHR antag: 3; KCNH2 3.1 block: -1; ELG1 DNA repair: inconclusive; USP2a block: 0%; Mito fusion yeast: 12%; TRPV1 agonist: -3; AT treatment: -4%; KCNH2 WT inh: 3; Eya2 inh: -6%; TCR act: 2%

How did Cc1ccc(N(C)S(=O)(=O)c2ccc(C)cc2)cc1 do in these assays?
TSHR antag: 6; KCNH2 3.1 block: -1; ELG1 DNA repair: 1%; USP2a block: -2%; Mito fusion yeast: 5%; TRPV1 agonist: 0; AT treatment: 1%; KCNH2 WT inh: -10; Eya2 inh: -26%; TCR act: 1%

Results for Cc1cccc2nc(COc3ccc4ccccc4c3Br)cn12 ?
TSHR antag: 7; KCNH2 3.1 block: 4; ELG1 DNA repair: inconclusive; USP2a block: -8%; Mito fusion yeast: 6%; TRPV1 agonist: inconclusive; AT treatment: 1%; KCNH2 WT inh: -1; Eya2 inh: -13%; TCR act: 4%
